Screening results: PubChem, Broad Institute
GSK3A inh: inhibitors of human GSK-3 alpha kinase; inhibition, % at 10 µM; 320,000 tested, 0.1% active; AID 2650; ADP-Glo luminescence, 60 min; P49840;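 in the data active means inhibition above about 50%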;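 further: GST-tagged GSK-3 alpha with peptide substrate and 25 µM ATP; 0% = DMSO neutral wells and 100% = GW8510 positive control wells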
Target sequence (P49840 whole entry, looked up): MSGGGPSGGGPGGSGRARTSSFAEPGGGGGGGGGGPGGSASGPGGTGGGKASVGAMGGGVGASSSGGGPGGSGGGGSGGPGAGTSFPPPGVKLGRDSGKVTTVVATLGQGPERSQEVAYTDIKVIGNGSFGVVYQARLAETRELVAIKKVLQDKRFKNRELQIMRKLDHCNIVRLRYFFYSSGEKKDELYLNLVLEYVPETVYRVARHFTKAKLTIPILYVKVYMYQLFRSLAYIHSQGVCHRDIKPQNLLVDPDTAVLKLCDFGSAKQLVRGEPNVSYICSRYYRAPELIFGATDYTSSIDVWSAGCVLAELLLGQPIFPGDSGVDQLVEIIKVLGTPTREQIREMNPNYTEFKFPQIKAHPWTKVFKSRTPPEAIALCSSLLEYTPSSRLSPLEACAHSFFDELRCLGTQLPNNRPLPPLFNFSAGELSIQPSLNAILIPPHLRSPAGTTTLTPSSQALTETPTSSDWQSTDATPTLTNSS
Active calls of the source: *. This is a subset; the hit share may differ from the screen's.

SMILES,GSK3A inh
COC(=O)C1=C(c2cccc(OCc3ccccc3)c2)C[C@@H]2CC[C@H]1N2C(=O)NCc1ccc([N+](=O)[O-])cc1,-1
COc1ccccc1NC(=O)COC(=O)c1cn(C)c2ccccc12,0
C1=CC(Cc2cncs2)c2ccccc21 (centres undefined),0
NC(N)=Nc1ccc2[nH]c3c(c2c1)C[C@@]1(O)[C@H]2Cc4ccc(O)c5c4[C@@]1(CCN2CC1CC1)[C@H]3O5,2
C[N+]1(C)C2CC(OC(=O)[C@H](CO)c3ccccc3)CC1C1OC12 (some centres undefined),-1
CO[C@H]1C=C2CCN(C)[C@H]2C2c3cc4c(cc3C(=O)O[C@@H]21)OCO4 (some centres undefined),-3
CCC(=O)c1ccc(OCC(=O)N2CCN(CC(=O)Nc3ccccc3C(F)(F)F)CC2)cc1,-3
COC(=O)C1=C(c2ccc(Cl)c(C(F)(F)F)c2)C[C@@H]2CC[C@H]1N2C(=O)NCCOc1ccccc1Cl,-1
CC(=O)c1cccc(OCC(=O)N2CCN(CC(=O)Nc3cccc(F)c3)CC2)c1,1
C[C@]12CCC3C(CC[C@H]4C[C@H](O)CC[C@]34C)C1C[C@H](O)[C@@H]2O (some centres undefined),-2
COC(=O)C1=C(c2ccc(-c3ccccc3)c(F)c2)C[C@@H]2CC[C@H]1N2C(=O)N1CCOCC1,0
CCOP(=O)(OCC)OCC,-2
COC(=O)C1=C(c2ccccc2OCc2ccccc2)C[C@@H]2CC[C@H]1N2C(=O)NC1CCN(Cc2ccccc2)CC1,0
COC(=O)C1=C(c2ccc(Cl)c(C(F)(F)F)c2)C[C@@H]2CC[C@H]1N2C,-2
O=[N+]([O-])c1ccccc1Cl,-6
COc1ccc2c(c1)[C@@]13CCC=C[C@H]1[C@@H](C2)NCC3,2
COC(=O)C1=C(c2ccc(F)cc2OCc2ccccc2)C[C@@H]2CC[C@H]1N2C(=O)N1CCC(O)CC1,-1
C[C@]12CC[C@H](O)CC1=CC(=O)C1C2CC[C@]2(C)C(=O)[C@H](O)CC12 (some centres undefined),0
COC1=C(OC)[C@]23CCc4ccc(OC)c(OC)c4[C@]2(CCN3C)CC1=O,-3
C#C[C@]1(O)CCC2C3C(CC[C@@]21C)[C@@]1(C)CC[C@@H](O)CC1=C[C@H]3O (some centres undefined),0
COC(=O)C1=C(c2ccc(OC)c(OC)c2)C[C@@H]2CC[C@H]1N2C(=O)NCCOc1ccccc1Cl,-3
S=C=Nc1cccc(C2(N3CCCCC3)CCCCC2)c1,0
COC(=O)C1=C(c2ccc(F)cc2F)C[C@@H]2CC[C@H]1N2C(=O)NCc1ccc(F)cc1,-1
COC(=O)C1=C(c2ccc(F)cc2OCc2ccccc2)C[C@@H]2CC[C@H]1N2C(=O)NCc1cccc(F)c1,-1
OCCCCO,-3
COC(=O)C1=C(c2ccc(OCc3ccccc3)cc2)C[C@@H]2CC[C@H]1N2C(=O)NC1CCN(Cc2ccccc2)CC1,-2
COc1ccc2c(c1O)-c1c(OC)c(OC)cc3c1[C@H](C2)N(C)CC3,-2
Cc1ccc(OC(F)F)c(N2C(=O)C3C4CCC(O4)C3C2=O)c1 (centres undefined),24
CCCCCCCCn1sccc1=O,-4
COc1ccc2[nH]c3c(c2c1)CCN=C3C,-2

The list goes on; the last 2 above are carried over.
SMILES,GSK3A inh
CCCCCCCCn1sccc1=O,-4
COc1ccc2[nH]c3c(c2c1)CCN=C3C,-2
COC(=O)C1=C(c2cccc(C#N)c2)C[C@@H]2CC[C@H]1N2C(=O)NC1Cc2ccccc2C1,-1
CCCCOC(=O)c1ccccc1C(=O)OCc1ccccc1,-5
N#CC(C#N)=Cc1ccc(O)c(O)c1,0
COC(=O)C1=C(c2ccc(C(C)=O)cc2)C[C@@H]2CC[C@H]1N2C(=O)N1CCC(C)CC1,-1
COC(=O)C1=C(c2ccc(Cl)c(C(F)(F)F)c2)C[C@@H]2CC[C@H]1N2C(=O)NCc1ccco1,-2
CCCNC(=O)N1[C@H]2CC[C@@H]1C(C(=O)OC)=C(c1ccc(OC(F)(F)F)cc1)C2,0
COC(=O)C1=C(c2ccc(F)cc2F)C[C@@H]2CC[C@H]1N2C(=O)NC(C)C,-2
Cn1c(N)c(C(=O)COC(=O)Cc2ccccc2)c(=O)n(C)c1=O,-2
C1CCC(NC2CCCCC2)CC1,0
COC(=O)C1=C(c2ccccc2OCc2ccccc2)C[C@@H]2CC[C@H]1N2C(=O)NCc1ccc(C(C)(C)C)cc1,-4
CCCNC(=O)N1[C@H]2CC[C@@H]1C(C(=O)OC)=C(c1ccc(F)cc1OCc1ccccc1)C2,-2
NN=C(N)N,-1
Oc1cc(O)cc(/C=C/c2ccc(O)cc2O)c1,22
O=P1(NCCCl)OCCCN1CCCl (centres undefined),-5
COC(=O)C1=C(c2ccc(OC)c(OC)c2)C[C@@H]2CC[C@H]1N2C(=O)NCCO,-3
CCN1C[C@]2(COC)CC[C@H](OC)[C@@]34C1[C@]1(OCO[C@@]15C[C@H](OC)[C@H]1C[C@@H]3[C@@H]5[C@H]1OC)[C@@H](O)[C@H]24,-1
Clc1ccc(C(Cn2ccnc2)OCc2csc3c(Cl)cccc23)c(Cl)c1 (centres undefined),-2
Oc1ccc(Cl)c(Cl)c1,-4
C[C@]12CCC(=O)C=C1CCC1C2CC[C@@]2(C)C1CC[C@]2(C)O (some centres undefined),-1
Cn1cc(C(=O)OCC(=O)NC2CCCC2)c2ccccc21,-2
C[N+]1(C)C2CCC1CC(OC(=O)c1c[nH]c3ccccc13)C2 (centres undefined),-1
COC(=O)C1=C(c2c(C)noc2C)C[C@@H]2CC[C@H]1N2C(=O)N1CCCC1,-2
Cc1ccc(S(=O)(=O)c2nc(-c3ccccc3Cl)oc2N(C)C2CCN(C)CC2)cc1,1
O=[N+]([O-])c1cc(Cl)c(Cl)cc1Cl,-4
COC(=O)C1=C(c2ccc(OC)c(OC)c2)C[C@@H]2CC[C@H]1N2C(=O)NCc1cccc2ccccc12,-6
COC(=O)C1=C(c2ccc(Cl)c(C(F)(F)F)c2)C[C@@H]2CC[C@H]1N2C(=O)NCc1cc(C)oc1C(F)(F)F,-2
COC(=O)C1=C(c2ccc(F)cc2OCc2ccccc2)C[C@@H]2CC[C@H]1N2C(=O)NCc1ccco1,0
COC(=O)C1=C(c2ccc(OC)c(OC)c2)C[C@@H]2CC[C@H]1N2C(=O)NCCc1ccccc1,-4
Brc1ccc(Oc2cc(Br)c(Br)cc2Br)c(Br)c1,0
CCCNC(=O)N1[C@H]2CC[C@@H]1C(C(=O)OC)=C(c1ccc(F)cc1F)C2,-3

As a short view, 3 of the compounds above.
SMILES,GSK3A inh
NN=C(N)N,-1
Oc1cc(O)cc(/C=C/c2ccc(O)cc2O)c1,22
O=P1(NCCCl)OCCCN1CCCl (centres undefined),-5

Further records.
SMILES,GSK3A inh
COC(=O)C1=C(c2ccccc2OCc2ccccc2)C[C@@H]2CC[C@H]1N2C(=O)NCCOc1ccccc1Cl,-2
COC1=CC2[C@@H]3Cc4ccc(OC)c(O)c4[C@]2(CCN3C)CC1=O (some centres undefined),-1
COC(=O)C1=C(c2cccc(Cl)c2)C[C@@H]2CC[C@H]1N2C(=O)NCC1CC1,-1
CC(=O)O[C@H]1CC[C@@]2(C)C(=CC(=O)C3C2CC[C@@]2(C)C3C[C@H](OC(C)=O)[C@@H]2OC(C)=O)C1 (some centres undefined),-2
COC(=O)C1=C(c2ccc(OC)c(OC)c2)C[C@@H]2CC[C@H]1N2C(=O)NC1CC1,0
C[C@]12CCC3C(CC[C@H]4C[C@@H](O)CC[C@]34C)C1CC[C@@H]2N (some centres undefined),-3
O=C(OC1CCN(CCCl)CC1)C(c1ccccc1)c1ccccc1,-2
COc1cc2c3cc1Oc1cc(ccc1O)C[C@@H]1c4c(cc(OC)c(O)c4Oc4cccc(c4)C[C@@H]3N(C)CC2)CC[N+]1(C)C,1
COc1ccc2c(c1OC)C(=O)O[C@H]2[C@@H]1c2cc3c(cc2CCN1C)OCO3,3
Cn1cc(C(=O)OCC(=O)Nc2ccccc2)c2ccccc21,0
C=CCN1C[C@@H](C)N(C(c2ccc(C(=O)N(CC)CC)cc2)c2cccc(OC)c2)C[C@@H]1C (some centres undefined),-4
CCOC(=O)C1(c2ccccc2)CCN(CCC(=O)Nc2ccc(C(=O)OC)cc2)CC1,-3
Nc1c(Br)cc([N+](=O)[O-])cc1[N+](=O)[O-],-1
COC(=O)C1=C(c2ccc(F)cc2OCc2ccccc2)C[C@@H]2CC[C@H]1N2C(=O)NC(C)C,-2
COC(=O)C1=C(c2c(C)noc2C)C[C@@H]2CC[C@H]1N2C(=O)NCCOc1ccccc1Cl,1
COC(=O)C1=C(c2cccc(C#N)c2)C[C@@H]2CC[C@H]1N2C(=O)NCc1ccco1,-2
COC(=O)C1=C(c2ccc(F)cc2OCc2ccccc2)C[C@@H]2CC[C@H]1N2C(=O)NCc1ccc(OC)cc1,2
Nc1cc(Cl)cc(C(=O)O)c1Cl,0
C[C@]12CCC3C(CC[C@H]4C[C@@H](O)CC[C@]34C)C1C[C@@H](Br)[C@H]2O (some centres undefined),-3
N#C[C@H](O[C@@H]1O[C@H](CO[C@@H]2O[C@H](CO)[C@@H](O)[C@H](O)[C@H]2O)[C@@H](O)[C@H](O)[C@H]1O)c1ccccc1,-2
O=S1(=O)N(CCN2CC=C(c3c[nH]c4cc(F)ccc34)CC2)c2cccc3c2N1CCC3,1
CC(Cc1ccccc1)NCCC(c1ccccc1)c1ccccc1 (centres undefined),4
COC(=O)C1=C(c2ccc(C(C)=O)cc2)C[C@@H]2CC[C@H]1N2C(=O)NCCCOC(C)C,0
COC(=O)C1=C(c2ccccc2OCc2ccccc2)C[C@@H]2CC[C@H]1N2C(=O)NCc1ccccc1,4
COC(=O)C1=C(c2ccc3ccccc3c2)C[C@@H]2CC[C@H]1N2C(=O)N1CCCC1,-2
COC(=O)C1=C(c2ccc(OCc3ccccc3)cc2)C[C@@H]2CC[C@H]1N2C(=O)NCc1ccc([N+](=O)[O-])cc1,-2
COC(=O)C1=C(c2ccc3ccccc3c2)C[C@@H]2CC[C@H]1N2C(=O)NCCO,-1
Clc1ccc(C(OCCN2CCCCC2)c2ccccc2)cc1 (centres undefined),-3
CCC(=O)c1ccc(OCC(=O)N2CCN(CC(=O)Nc3ccc(C)cc3)CC2)cc1,0
Nc1ccccc1C(=O)OCCc1ccccc1,-3

Next structures.
SMILES,GSK3A inh
c1ccc(C2CC2)c(OCC2=NCCN2)c1,-4
COC(=O)C1=C(c2ccc(-c3ccccc3)c(F)c2)C[C@@H]2CC[C@H]1N2C(=O)N1CCc2cc(OC)c(OC)cc2C1,-2
COc1ccc(C(=O)Nc2cccc(S(=O)(=O)NCc3ccco3)c2)cc1,-3
C=C[C@H]1CN2CC[C@H]1C[C@H]2[C@H](O)c1ccnc2ccccc12,5
COC(=O)C1=C(c2cccc(OCc3ccccc3)c2)C[C@@H]2CC[C@H]1N2C(=O)NCc1ccccc1OC,-1
O=c1ccc2cc(OC3O[C@H](CO)[C@@H](O)[C@H](O)[C@H]3O)c(O)cc2o1 (some centres undefined),2
COC(=O)C1=C(c2cccc(OCc3ccccc3)c2)C[C@@H]2CC[C@H]1N2C(=O)NCc1ccc(Cl)cc1,0
NCC(O)c1cc(O)c(O)cc1F (centres undefined),6
COC(=O)C1=C(c2cccc(OCc3ccccc3)c2)C[C@@H]2CC[C@H]1N2C(=O)NCCCOC(C)C,-2
COC(=O)C1=C(c2ccc3ccccc3c2)C[C@@H]2CC[C@H]1N2C(=O)N1CCCCC1,-2
COC(=O)C1=C(c2ccc(OCc3ccccc3)cc2)C[C@@H]2CC[C@H]1N2C(=O)NCCCc1ccccc1,-2
CCN(CC)c1ccccc1,-3
COC(=O)C1=C(c2ccccc2OCc2ccccc2)C[C@@H]2CC[C@H]1N2C(=O)NCCN1CCOCC1,0
COC(=O)C1=C(c2ccc(OC(F)(F)F)cc2)C[C@@H]2CC[C@H]1N2C(=O)N1CCCC1,-3
C[N+]1(C)C2CC[C@H]1CC(OC(=O)C(CO)c1ccccc1)C2 (some centres undefined),1
COC(=O)C1=C(c2c(C)noc2C)C[C@@H]2CC[C@H]1N2C(=O)NCC1CC1,-1
Cc1ccccc1N,0
C[C@]12C[C@@H](O)[C@H](O)CC1=CCC1C2CC[C@@]2(C)C1CC[C@@H]2O (some centres undefined),-3
COC(=O)C1=C(c2ccc(C(C)=O)cc2)C[C@@H]2CC[C@H]1N2C(=O)N1CCCCC1,-3
Cc1cc(O)c2c(c1)C(=O)C13C(=C2O)C(=O)[C@H]2[C@@H](O)[C@@H]1[C@H]1[C@H](O)[C@@H]3C(=O)C3=C(O)c4c(O)cc(C)cc4C(=O)C312 (some centres undefined),0
C=CCOC(=O)c1ccccc1N,-3
Cn1cc(C(=O)OCC(=O)N2CCCCC2)c2ccccc21,0
CCCN(CCC)C1CCc2ccc(O)cc2C1 (centres undefined),-3

A second format for 2 compounds above.
CC(=O)c1cccc(OCC(=O)N2CCN(CC(=O)Nc3cccc(F)c3)CC2)c1
  GSK3A inh: 1
O=S1(=O)N(CCN2CC=C(c3c[nH]c4cc(F)ccc34)CC2)c2cccc3c2N1CCC3
  GSK3A inh: 1
